Assay outcomes deposited in PubChem by several laboratories.
TRPM1 prom inh: reduces MITF-dependent TRPM1 promoter luciferase signal; SK-MEL-5 TRPM1 promoter luciferase, 24 h; inhibition, % at 12.5 µM; 0.83% of 330,000 active;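 active = mean inhibition across replicates of 60% or more, whatever share of single replicates reaches that level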; note: values of inactives mirror those of a sister screen read the other way
Granule exo inh: blocks lytic granule exocytosis; TALL-104 LAMP-1 surface exposure, flow cytometry; cells stimulated with thapsigargin and PMA; inhibition, % at 10 µM; 0.66% of 360,000 active; AID 651702;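 active = inhibition above about 55%, limit read from the data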
CaV13 ICDI inh: Primary screen for inhibitors of IQ motif and Ca2+-dependent inactivation inhibitor domain binding in CACNA1D, Förster resonance energy transfer in living cells, … | HEK cells, CFP/YFP FRET ICDI-IQ, plate reader, 10 min; percent FRET-ratio fall versus neutral wells | inhibition, % at 12.3 µM | AID 743397 | 0.098% of 340,000 active;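 active = mean replicate inhibition of at least 30% and at least 1% of replicates passing that level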;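 note: 0% = median of the neutral control wells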
Peg3 prom inh: reduces Peg3 promoter-driven luciferase expression in HeLa. inhibition, % at 20 µM. HeLa PEG-Prom luciferase reporter, luminescence, overnight. 1.7% of 360,000 active;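 active = inhibition of at least 50% at 20 µM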
iPSC survival up: hiPSC single-cell survival enhancement; ATPlite luminescence; 100% = ROCK inhibitor wells, 0% = DMSO; survival enhancement, % at 20 µM; 0.044% of 360,000 active; AID 602274; in the data active = survival enhancement above about 18%;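 note: cells exposed to compounds for 16 hours before the ATP read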
PDI inh: inhibitors of human protein disulfide isomerase; PDI insulin aggregation turbidity, A650, 90 min; inhibition, % at 10 µM; 0.052% of 350,000 active; AID 588391;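 active = mean inhibition across replicates of 30% or more, whatever share of single replicates reach that level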;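 note: absorbance from insulin aggregation driven by PDI reduction with DTT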
Target sequence (P07237 whole entry, looked up): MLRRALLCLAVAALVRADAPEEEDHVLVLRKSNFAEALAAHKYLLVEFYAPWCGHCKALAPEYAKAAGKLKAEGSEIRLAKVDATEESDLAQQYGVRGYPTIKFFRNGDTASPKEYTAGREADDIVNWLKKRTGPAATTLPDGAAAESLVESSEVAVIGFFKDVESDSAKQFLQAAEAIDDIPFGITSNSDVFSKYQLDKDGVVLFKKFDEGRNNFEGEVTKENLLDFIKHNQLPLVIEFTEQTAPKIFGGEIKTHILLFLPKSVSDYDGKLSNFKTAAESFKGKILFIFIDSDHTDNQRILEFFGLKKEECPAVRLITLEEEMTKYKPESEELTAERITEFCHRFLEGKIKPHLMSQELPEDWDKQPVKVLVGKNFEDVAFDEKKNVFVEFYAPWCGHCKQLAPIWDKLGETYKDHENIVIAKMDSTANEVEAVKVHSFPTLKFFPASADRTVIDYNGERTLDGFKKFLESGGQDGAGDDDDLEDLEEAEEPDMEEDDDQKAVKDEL
aDG glyco act: increases alpha dystroglycan glycosylation | Pro5-aDG cells, alpha-DG glycosylation AlphaScreen (IIH6); 0% Pro5, 100% B10-LARGE cell signal | activation, % at 10 µM | 0.22% of 360,000 active;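 active = activation of at least 8% versus controls, or a plate z-score of at least 8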;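 note: Pro5 are CHO cells carrying HIG-tagged alpha-DG that lacks glycosylation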
Vif inh: inhibitors of HIV Vif. 0.35% of 340,000 active. AID 602346. HEK293T cells, Vif self-association by quenched fluorescence, imaging, 24 h. inhibition, % at 7.49 µM; in the data active = inhibition above about 50%, passing the limit was not always enough; note: some results filed as inactive read as strong as hits
HIF-2a block: blocks HIF-2a reporter activity; 786-0 RCC cells HIF-2a reporter, luciferase luminescence, overnight; inhibition, % at 18.8 µM; 0.72% of 360,000 active; AID 624352;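 active = inhibition of the luminescence signal of 40% or more relative to plate controls, in a single-dose primary screen at 18.75 µM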
NR2E3 ag-1: NR2E3 (human) agonism | Q9Y5X4 | GST-NR2E3/biotin-RetCOR TR-FRET, 1536-well | inhibition of corepressor binding, % at 4.78 µM | 0.12% of 320,000 active | AID 2300;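 active = percent inhibition above the cutoff of mean plus 3 SD of all tested compounds, set per screening campaign, cut at about 20% in these data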;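 note: 0% = DMSO wells and 100% = biotin wells as full block of FRET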
Target sequence (Q9Y5X4 whole entry, looked up): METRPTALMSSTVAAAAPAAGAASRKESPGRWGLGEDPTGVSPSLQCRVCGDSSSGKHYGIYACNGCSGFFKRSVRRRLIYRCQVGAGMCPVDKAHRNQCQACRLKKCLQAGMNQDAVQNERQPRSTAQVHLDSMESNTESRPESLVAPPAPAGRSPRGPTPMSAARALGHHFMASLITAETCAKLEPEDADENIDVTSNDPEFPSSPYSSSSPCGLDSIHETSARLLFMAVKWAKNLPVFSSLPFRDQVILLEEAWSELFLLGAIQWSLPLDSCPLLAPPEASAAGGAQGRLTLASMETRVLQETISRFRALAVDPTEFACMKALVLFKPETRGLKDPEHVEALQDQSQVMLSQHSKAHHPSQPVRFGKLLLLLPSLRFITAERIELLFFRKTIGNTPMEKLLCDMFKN
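Material: NR2E3–RetCOR corepressor complex / Incubation: Compound–protein incubation for 5 h at 4 °C / Dosing: compound at 4.8 µM, single dose / Detection: time-resolved FRET / Benchmarks: high control biotin, low control 0.6% DMSO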
NR2E3 ag-2: human photoreceptor-specific nuclear receptor agonism; CHO-S Gal4-NCOR/VP16-NR2E3 two-hybrid, luciferase; inhibition of corepressor binding, % at 3.98 µM; 0.35% of 360,000 active; AID 602229;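 active = inhibition above the mean of all tested compounds plus 3 SD, cut at about 70% in these data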;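 note: 0% = DMSO with NR2E3 transfected cells and 100% = cells lacking NR2E3 construct; higher means lower luciferase signal from less NR2E3 corepressor binding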
Starred values were filed as active, the others as inactive; . = no result given.

The opening 4 entries, to show the layout:
Results follow in this order: TRPM1 prom inh | Granule exo inh | CaV13 ICDI inh | Peg3 prom inh | iPSC survival up | PDI inh | aDG glyco act | Vif inh | HIF-2a block | NR2E3 ag-1 | NR2E3 ag-2
O=C(CNc1ccccc1F)Nc1cccc2ccccc12
    -6 | 31 | -7 | -28 | -0.3 | -6 | 0.0 | 9 | -59 | 4 | -4
CC(C)CCNC(=O)C1c2ccccc2Oc2ccccc21
    0 | -2 | -4 | 2 | -0.4 | -1 | 0.1 | -3 | 12 | 0 | -5
O=C(Nc1ccncc1)c1cc(C2CCCCN2C(=O)CCCc2ccccc2)on1 (configuration not stated)
    . | -1 | -5 | 12 | 0.3 | -3 | 1.1 | -12 | 16 | . | 16
O=C(C/C=N\OCc1c(Cl)cccc1Cl)Oc1ccc(Cl)cc1Cl
    7 | -2 | -5 | 5 | 7.4 | -1 | -0.1 | -2 | 13 | 2 | -16

The whole of this part, previewed entries included:
Results follow in this order: TRPM1 prom inh | Granule exo inh | CaV13 ICDI inh | Peg3 prom inh | iPSC survival up | PDI inh | aDG glyco act | Vif inh | HIF-2a block | NR2E3 ag-1 | NR2E3 ag-2
O=C(CNc1ccccc1F)Nc1cccc2ccccc12
    -6 | 31 | -7 | -28 | -0.3 | -6 | 0.0 | 9 | -59 | 4 | -4
CC(C)CCNC(=O)C1c2ccccc2Oc2ccccc21
    0 | -2 | -4 | 2 | -0.4 | -1 | 0.1 | -3 | 12 | 0 | -5
O=C(Nc1ccncc1)c1cc(C2CCCCN2C(=O)CCCc2ccccc2)on1 (configuration not stated)
    . | -1 | -5 | 12 | 0.3 | -3 | 1.1 | -12 | 16 | . | 16
O=C(C/C=N\OCc1c(Cl)cccc1Cl)Oc1ccc(Cl)cc1Cl
    7 | -2 | -5 | 5 | 7.4 | -1 | -0.1 | -2 | 13 | 2 | -16
O=C(N/N=C/c1ccc(OCC(=O)N2CCCC2)cc1)C(=O)NC1CC1
    4 | -3 | -7 | 1 | -0.4 | 3 | -0.2 | 7 | 1 | 0 | -2
Cc1ccc(N(C(=O)CCCC(=O)Nc2ccccn2)C(C(=O)NC2CCCC2)c2ccc(O)cc2)cc1C (configuration not stated)
    12 | 12 | -3 | 27 | -0.4 | -7 | -0.1 | -5 | 6 | -2 | 7
N#C/C(=C\c1ccncc1)c1nc2ccccc2c(=O)[nH]1
    14 | -1 | -7 | 11 | -2.5 | -5 | 0.1 | 5 | 5 | 4 | 20
Cc1ccccc1C(=O)NCC(=O)OC(C)C(=O)Nc1ccnn1C(C)C (configuration not stated)
    0 | -2 | -6 | -5 | 1.2 | 2 | -0.1 | 4 | 6 | -3 | -4
CCOC(=O)C1CCCN(Cc2ccc(OC)c(OCc3ccccc3)c2)C1 (configuration not stated)
    -7 | -1 | -5 | 13 | -0.5 | 3 | 0.0 | 3 | 27 | -4 | 7
COC(=O)C1(Cc2ccc(O)cc2)OC(=O)C(O)=C1c1ccc(O)cc1 (configuration not stated)
    -1 | 23 | . | 5 | -1.1 | . | 0.2 | 0 | 8 | -2 | -4
Cc1ccc(NC(=O)Cc2noc3ccccc23)c(C)c1
    -13 | -4 | -6 | -40 | -1.5 | -2 | -0.1 | -6 | -61 | 4 | -13
O=C1CC(c2ccco2)Cc2nc(Nc3ccc(F)cc3)ncc21 (configuration not stated)
    -11 | -3 | -6 | -48 | -3.3 | -3 | -0.1 | -5 | -53 | 0 | -19
COc1ccc(-c2cc(=O)oc3c(C)c(OCC(=O)NCCCn4ccnc4)ccc23)cc1
    -7 | -7 | . | 31 | 0.6 | . | 0.4 | -11 | -16 | 0 | -15
O=C(CCc1ccccc1)NNC(=O)c1ccccc1Br
    -1 | -4 | -5 | -3 | -2.1 | -7 | -0.1 | -4 | -3 | 2 | -1
CC(C)CN(C(=O)CCCOc1ccc(Cl)cc1Cl)c1c(N)n(Cc2ccccc2)c(=O)[nH]c1=O
    -2 | 9 | -6 | 26 | -0.6 | 4 | 0.5 | -9 | 12 | 3 | -12

Next section.
Results follow in this order: TRPM1 prom inh | Granule exo inh | CaV13 ICDI inh | Peg3 prom inh | iPSC survival up | PDI inh | aDG glyco act | Vif inh | HIF-2a block | NR2E3 ag-1 | NR2E3 ag-2
COc1ccc(OC)c(N(CC(=O)N2CCN(c3cc(Cl)ccc3C)CC2)S(C)(=O)=O)c1
    -8 | -3 | -7 | 32 | -0.4 | -10 | 0.3 | -3 | -7 | 5 | -12
CC(/C=N/n1c(-c2ccccn2)n[nH]c1=S)=C\c1ccccc1
    . | -6 | -20 | 5 | -0.3 | -5 | 0.0 | -1 | 18 | 0 | 0
O=c1cc(NCc2ccc3c(c2)OCO3)[nH]c(=O)n1-c1ccc(Cl)cc1
    6 | 7 | -10 | 1 | 9.0 | -5 | 0.0 | -2 | -5 | 5 | -18
Cc1cccc(OCC(O)CN2CC3(C)CC2CC(C)(C)C3)c1 (configuration not stated)
    -6 | 0 | 5 | 12 | 1.3 | -3 | 0.2 | -27 | 22 | -2 | -4
CC(C)(C)c1ccc(C(=O)NCCC(=O)N2CCCC2)cc1
    -71 | 5 | -5 | -276 | 0.2 | 3 | -0.3 | -3 | -177 | -1 | -164
COc1cc2cc(CN(C(=O)NC3CCCCC3)C3CCCC3)c(=O)[nH]c2cc1OC
    0 | 7 | -7 | -3 | -1.6 | -6 | 0.5 | -3 | 8 | 0 | 1
C=C(C)Cn1c(N2CCCC2)nc2c1c(=O)n(C)c(=O)n2C
    12 | -13 | -5 | 17 | -0.3 | -5 | 0.0 | 1 | 17 | 1 | -8
CC(=O)NC(c1ccccc1)c1nc(-c2cccc(C(F)(F)F)c2)cs1 (configuration not stated)
    . | -1 | -5 | 12 | 5.9 | -16 | -0.1 | -3 | -37 | . | -7
c1ccc(-c2cc(-c3ccccc3)[nH]n2)cc1
    -16 | 0 | -20 | -295 | -0.5 | -5 | -0.1 | 10 | -215 | 2 | -102
CCCc1cc(=O)[nH]c(SCC(=O)Nc2nc3ccc(OCC)cc3s2)n1
    -10 | 0 | 9 | -34 | 0.1 | 4 | -0.2 | -6 | -73 | -2 | -6
CNS(=O)(=O)c1cc(NC(=O)c2cnc(SC)n2-c2ccccc2)ccc1C
    -4 | -18 | -3 | -8 | -0.3 | -7 | 0.0 | -11 | -1 | 0 | 2
COCCNC(=O)C[C@@H]1C[C@H]2c3cc(NC(=O)Nc4ccc(F)cc4)ccc3O[C@H]2[C@H](CO)O1
    . | -4 | -3 | 17 | 2.1 | -4 | -0.1 | . | 3 | . | 6
O=C(NCCCN1CCCCC1)C1(S(=O)(=O)c2ccc(Cl)cc2)CC1
    -2 | -1 | -5 | 8 | 6.8 | 1 | 0.2 | . | -1 | 1 | 4
C[n+]1ccn(CC(=O)c2cc(C(C)(C)C)c(O)c(C(C)(C)C)c2)c1
    6 | 4 | 1 | 4 | -0.2 | -1 | -0.2 | 1 | 12 | 5 | 2
CCCn1c(N)c(N(CCOC)C(=O)/C=C/c2cccc(Cl)c2)c(=O)[nH]c1=O
    3 | 0 | -5 | 3 | 0.2 | -11 | -0.1 | 14 | 15 | 0 | -4

Additional compounds:
Results follow in this order: TRPM1 prom inh | Granule exo inh | CaV13 ICDI inh | Peg3 prom inh | iPSC survival up | PDI inh | aDG glyco act | Vif inh | HIF-2a block | NR2E3 ag-1 | NR2E3 ag-2
Cc1cc(C)n(-c2ccc(C(=O)Nc3nnc(C)s3)cc2)n1
    4 | -1 | -5 | -75 | 0.1 | -14 | 0.1 | -1 | -65 | 0 | 2
Cc1cc(OCC(=O)NCc2ccccn2)c2c(C)c(C)c(=O)oc2c1
    8 | 1 | -6 | -10 | -0.6 | -2 | 0.1 | -7 | 10 | 2 | 21
COCCNC(=O)C1CC(=O)N(C2CCCCC2)C1 (configuration not stated)
    4 | -4 | . | 11 | -1.4 | -3 | 0.0 | -25 | 11 | 1 | -19
CCCCCn1c(=N)c(S(=O)(=O)c2ccc(Br)cc2)cc2c(=O)n3cccc(C)c3nc21
    -15 | 14 | -5 | -16 | 0.3 | -11 | 0.4 | 1 | 5 | -2 | -2
Cn1c(-c2ccc3c(c2)OCO3)cc(=O)c2ccccc21
    . | 0 | . | -10 | 0.3 | . | 0.3 | 8 | -3 | 3 | 7
Cc1ccc(Cl)cc1NC(=O)CSc1nncn1-c1ccccn1
    7 | -7 | -7 | 6 | 1.1 | -1 | 0.0 | 6 | 0 | 2 | 4
CCn1ncc(C2=NOC(C(=O)Nc3cccc(O)c3)C2)c1C (configuration not stated)
    14 | 0 | -2 | -11 | 0.2 | 6 | 0.1 | -2 | -3 | 3 | -23
Cc1ccc(NC(=O)CCC(=O)N/N=C/c2coc3ccccc3c2=O)cc1
    5 | 9 | 5 | 24 | 0.1 | -4 | -0.2 | 9 | 53* | 1 | -11
CCCC(CCC)C(=O)Nc1cccc(C(=O)O)c1
    -8 | -1 | -6 | 3 | 1.3 | 7 | -0.1 | -11 | 5 | 0 | -10
CCCC(=O)Nc1ccc(Nc2ccccc2)cc1
    -4 | -1 | -14 | -6 | -0.8 | 7 | -0.2 | 0 | -1 | -1 | -42
O=C(Nc1nnc(S(=O)(=O)N2CCCCCC2)s1)c1ccccc1
    -16 | -7 | -6 | -146 | -0.8 | 16 | -0.3 | -5 | -168 | 10 | -56
COc1ccccc1N(CC(=O)Nc1ccccc1C)S(C)(=O)=O
    3 | -2 | -9 | 15 | -0.1 | -1 | 0.0 | 0 | 1 | -4 | 2
COc1ccc(C(CNC(=O)c2ccc(Cl)c(NC(=O)c3cccs3)c2)N2CCCC2)cc1 (configuration not stated)
    -25 | 0 | -6 | 3 | -0.4 | 1 | 0.3 | -5 | -8 | 1 | -6
Fc1ccccc1N1CCN(CC2CC3C=CC2C3)CC1 (configuration not stated)
    5 | -5 | -5 | -6 | 3.6 | 1 | 0.1 | 2 | -9 | 2 | -12
CC(C)c1ccc(NC2CCCN(C(=O)c3ccc(Cn4cnnn4)cc3)C2)cc1 (configuration not stated)
    3 | 0 | -2 | 12 | -0.4 | 5 | -0.2 | -3 | 2 | 2 | -1

Next section:
Results follow in this order: TRPM1 prom inh | Granule exo inh | CaV13 ICDI inh | Peg3 prom inh | iPSC survival up | PDI inh | aDG glyco act | Vif inh | HIF-2a block | NR2E3 ag-1 | NR2E3 ag-2
O=C(Nc1ccc(OC(F)(F)F)cc1)C1CCCN(C(=O)c2ccc(Cl)cc2)C1 (configuration not stated)
    -4 | 2 | -16 | -5 | -0.1 | -2 | 2.7 | -2 | -27 | 2 | 28
CN1C(=O)c2ccccc2C(C(=O)O)C1c1cccc(F)c1 (configuration not stated)
    5 | 3 | . | 9 | 1.6 | -2 | -0.1 | 9 | 9 | 0 | -13
CCCNC(=O)c1cc2c(C(F)(F)F)nn(C)c2s1
    -6 | 16 | . | 5 | -2.4 | 1 | -0.1 | . | 5 | -1 | 18
O=C(NNC(=O)c1ccc(-c2ccccc2)cc1)c1ccccc1
    -34 | -8 | -2 | -126 | -0.4 | -16 | 0.1 | 2 | -147 | 1 | -47
Cc1ccc(-c2cc(C(=O)N3CCOCC3)c3cc(C)ccc3n2)cc1
    -22 | -4 | -4 | -46 | 0.1 | 5 | -0.2 | -9 | -99 | -3 | -9
CCC(=O)c1ccc(OCC(=O)N(CC)CC(=O)Nc2ccccc2OC)cc1
    . | -1 | -4 | 14 | 1.5 | -6 | -0.1 | 13 | 16 | 4 | -8
CCOC(=S)SCc1cn2ccc(C)cc2n1
    -5 | -3 | -6 | -63 | 0.7 | -5 | 0.4 | 2 | -108 | 2 | -13
